High-throughput results: PubChem BioAssay, several laboratories
DYRK1A inh: rat Dyrk1A kinase inhibitors, primary screen, biochemical, single point, plate reader; ADP-Glo luminescence, NFATc1 peptide; AID 504441, 2011; inhibition, % at 12.5 µM; hit rate 0.43% among 310,000; in the data active means inhibition above about 50%;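 further: plate controls were vehicle with enzyme for no effect and no enzyme for full effect; many of its hits are not listed in these tables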
PolyA inh: polyadenylation inhibitors in yeast reporter cells, primary screen, luminescence, S. cerevisiae | S. cerevisiae SKY197-pL101 polyadenylation reporter, beta-gal luminescence; efflux-impaired pdr1/pdr3 knockout yeast; score 100 = 6 SD above DMSO | calls only at 12 µM | hit rate 0.02% among 300,000 | AID 1875, 2009;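 active means lowest replicate activity score at least 50, where 100 means six control SD above control mean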;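 further: yeast exposed to compound for 9 h at 30 °C; higher score means more reporter readthrough which indicates perturbed polyadenylation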
hERG protect: hERG rescue from dofetilide block, primary screen, cell-based, CHO-hERG, FluxOR thallium flux, dofetilide IC70. AID 1511, 2009. hit rate 0.51% among 310,000. activation (rescue from dofetilide block), less the hit threshold, % at 10 µM. Voltage-gated inwardly rectifying potassium channel KCNH2 (Homo sapiens), Q12809. dofetilide IC70 present;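 active means activation above the mean of controls blocked by dofetilide plus 5 SD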;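 further: thallium influx through hERG after potassium depolarization seen as dye fluorescence rise; in these data hits start at about 4.7%; inactives centre near -7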
Target sequence (Q12809 whole entry, looked up): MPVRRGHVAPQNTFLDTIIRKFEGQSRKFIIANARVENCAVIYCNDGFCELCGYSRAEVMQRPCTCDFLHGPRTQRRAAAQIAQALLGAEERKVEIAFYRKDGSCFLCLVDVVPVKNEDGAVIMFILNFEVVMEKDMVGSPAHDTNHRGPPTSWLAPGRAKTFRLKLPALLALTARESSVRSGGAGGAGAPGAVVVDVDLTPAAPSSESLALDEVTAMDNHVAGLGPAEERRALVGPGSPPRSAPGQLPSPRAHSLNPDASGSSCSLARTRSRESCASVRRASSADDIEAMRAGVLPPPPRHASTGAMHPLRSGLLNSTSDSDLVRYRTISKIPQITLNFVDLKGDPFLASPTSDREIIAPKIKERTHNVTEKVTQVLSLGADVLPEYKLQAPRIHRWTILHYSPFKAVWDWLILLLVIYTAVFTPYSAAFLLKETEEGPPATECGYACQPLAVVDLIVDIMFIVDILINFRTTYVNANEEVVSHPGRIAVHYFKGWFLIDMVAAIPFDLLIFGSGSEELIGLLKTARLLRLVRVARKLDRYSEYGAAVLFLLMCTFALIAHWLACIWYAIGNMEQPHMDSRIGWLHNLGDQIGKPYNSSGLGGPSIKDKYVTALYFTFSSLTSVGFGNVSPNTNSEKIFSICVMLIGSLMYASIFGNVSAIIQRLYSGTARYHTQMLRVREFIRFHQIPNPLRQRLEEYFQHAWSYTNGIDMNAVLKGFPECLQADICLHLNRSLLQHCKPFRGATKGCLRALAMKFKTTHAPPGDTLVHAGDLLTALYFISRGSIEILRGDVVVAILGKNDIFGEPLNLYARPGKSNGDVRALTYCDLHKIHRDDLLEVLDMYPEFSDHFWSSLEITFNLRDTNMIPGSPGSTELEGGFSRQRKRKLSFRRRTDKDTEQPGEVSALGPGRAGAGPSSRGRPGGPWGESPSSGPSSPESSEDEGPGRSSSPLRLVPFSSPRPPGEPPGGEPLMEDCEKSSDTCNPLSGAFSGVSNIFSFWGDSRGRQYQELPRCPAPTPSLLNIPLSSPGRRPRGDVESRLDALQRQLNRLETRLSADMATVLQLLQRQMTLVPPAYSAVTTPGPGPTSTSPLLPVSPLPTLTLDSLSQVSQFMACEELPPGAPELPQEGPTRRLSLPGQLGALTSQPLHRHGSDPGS
RGS4 block: RGS4 inhibitors, primary screen, cell-based, HEK293 M3R inducible RGS4, calcium flux | Fluo-4 calcium flux; hits give high values; triggered by carbachol at its EC20 | hit rate 0.45% among 310,000 | B-score at 10 µM;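 active means B-score, a plate-corrected calcium signal, over three deviations above library mean, with baseline fluorescence within five deviations of library mean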;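 further: RGS4 expression induced by doxycycline in cells with stable M3 receptor; B-score is computed from the integrated fluorescence ratio over baseline after carbachol; higher B-score means a larger calcium signal and so more RGS4 inhibition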
KCNQ1 block: inhibitors of human KCNQ1 channel, primary screen, cell-based, thallium flux, high-throughput; AID 2642, 2010; Potassium voltage-gated channel subfamily KQT member 1 (Homo sapiens), P51787; B-score at 10 µM; CHO-K1 KCNQ1, FluxOR thallium flux fluorescence; hits give high values; hit rate 1.3% among 310,000;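 active means compounds whose thallium flux B-score, printed positive for inhibition, exceeds three library SD while starting fluorescence stays within three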;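 further: channel opened by potassium depolarization with thallium stimulus after 20 min compound exposure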
GSK3B inh: human GSK3beta kinase inhibitors, primary screen, biochemical, cell-free homogeneous, HTS; Glycogen synthase kinase-3 beta (Homo sapiens), P49841; GST-GSK3beta kinase, ADP-Glo luminescence, 60 min; hits give low values; activity score (negative = inhibition), % at 10 µM; hit rate 0.038% among 300,000;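 active means more than half of replicate wells score below -50%, meaning over 50% inhibition versus plate controls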;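 further: 0% = median DMSO wells and -100% = median GW8510 positive control wells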
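test system = GST-tagged human GSK3beta kinase, cell-free | reagent = 25 µM ATP with peptide substrate | dosing = one dose of 10 µM per compound | schedule = 60 min reaction, RT | detection = luminescent ADP-Glo measurement of ADP formed | control set = DMSO neutral wells and GW8510 at 20 µM as positive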
GSK3A inh: blockers of GSK3A enzyme activity – biochemical, luminescence, cell-free homogeneous, HTS, primary screen | Glycogen synthase kinase-3 alpha (Homo sapiens), P49840 | GSK-3 alpha kinase, ADP-Glo luminescence, 60 min | inhibition, % at 10 µM | hit rate 0.1% among 320,000 | AID 2650, 2010;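 in the data active means inhibition above about 50%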;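 further: GST-tagged GSK-3 alpha with peptide substrate and 25 µM ATP; 0% = DMSO neutral wells and 100% = GW8510 positive control wells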
RGS4 act: RGS4 potentiators or activators, primary screen, cell-based, HEK293 M3R inducible RGS4, calcium flux | B-score at 10 µM | hit rate 0.92% among 310,000 | carbachol calcium flux Fluo4; hits give low values;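 active means B-score of the integrated calcium signal more than 4 SD below the library mean, with starting fluorescence not abnormally high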;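 further: negative B-score means reduced calcium response which marks RGS4 activation or potentiation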
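System – HEK293 FlpIn-TREx cells, stable M3R, doxycycline-inducible RGS4 · Reagent – ECmax carbachol challenge · Times – compound preincubation 20 min at room temperature before agonist · Technique – Fluo4 fluorescence kinetic imaging of calcium · Measure – B score of integrated Fluo4 ratio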
KCNK3 block: human KCNK3 channel inhibitors, primary screen, CHO cells, FluxOR thallium flux, B-score | FluxOR fluorescence; hits give low values | B-score at 10 µM | hit rate 0.84% among 340,000 | AID 602410, 2012;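 active means B-score under library mean minus 4 SD, starting fluorescence ratio at most library mean plus 5 SD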;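 further: more negative B-score means stronger inhibition of thallium flux through KCNK3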
KCNQ1 pot: potentiators or activators of KCNQ1 channel, primary screen, cell-based, thallium flux, high-throughput; Potassium voltage-gated channel subfamily KQT member 1 (Homo sapiens), P51787; CHO-K1 KCNQ1, thallium flux FluxOR fluorescence; hits give high values; B-score at 10 µM; hit rate 0.35% among 310,000; AID 2648, 2010;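 active means fluorescence ratio B-score, a plate-corrected score, at least three library SD, with initial intensity B-score within 5 SD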
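Assay system: stable KCNQ1 CHO-K1 line; medium: assay buffer, equal DMSO in all wells; timing: 90 min dye loading and 20 min compound exposure, both at room temperature; technique: kinetic FluxOR thallium fluorescence, 10-s 1-Hz baseline, 110-s post-stimulus read; read-out basis: B score of baseline-normalized fluorescence ratio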
KCNK9 block: KCNK9 potassium channel inhibitors, primary screen, HEK293 cells, thallium flux; hit rate 1.2% among 310,000; AID 488922, 2010; B-score at 10 µM; FluxOR thallium flux fluorescence; hits give low values;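 active means ratio B-score over 3 SD below the library mean, with starting fluorescence within 5 SD of its mean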;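 further: negative B-score means less thallium flux so channel inhibition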
An asterisk follows results filed as active; i = inactive; . = no result given.

SMILES	DYRK1A inh	PolyA inh	hERG protect	RGS4 block	KCNQ1 block	GSK3B inh	GSK3A inh	RGS4 act	KCNK3 block	KCNQ1 pot	KCNK9 block
Cc1cc(=O)oc2cc(OCC(=O)NCc3cccnc3)ccc12	9	i	-13	i	i	4	-2	i	i	i	i
COc1cccc(C(=O)NCC(c2ccco2)N2CCOCC2)c1 (stereo not drawn)	-3	i	-8	i	i	1	0	i	i	i	i
O=C(CSc1nnc(NC(=O)C2CC2)s1)Nc1ccccc1Cl	-4	i	-2	i	i	3	1	i	i	i	i
CCOC(=O)/C(=N\Nc1cc(Cl)ccc1Cl)N1CCN(CC)CC1	6	i	-12	i	i	1	0	i	i	i	i
COc1cc(C2C(C#N)=C(N)N(N(C)C)C3=C2C(=O)CC(C)(C)C3)ccc1O (stereo not drawn)	1	i	-1	i	i	0	0	i	i	i	i
CN(C(=O)COC(=O)CCc1c[nH]c2ccccc12)C(c1ccccc1)c1ccccc1	-4	i	-12	i	i	1	-4	i	i	i	-9.5*
Cc1cc(NC(=O)c2cc(-c3ccccc3C)nc3ccccc23)no1	5	i	-9	i	i	1	0	i	i	i	i
Cc1cc(C)nc(SC(C)C(=O)Nc2ccc(S(N)(=O)=O)cc2)n1 (stereo not drawn)	0	i	-5	i	i	2	-5	i	i	i	i
CSc1ccc(/C=C(/Sc2nnc(-c3ccccc3)o2)C(=O)O)cc1	-6	i	-13	i	i	3	-1	i	i	i	i
Cc1ncc([N+](=O)[O-])n1CC(=O)Nc1ccc(OC(F)(F)Cl)cc1	-1	i	-9	i	i	-1	-1	i	i	i	i
Cc1nn(C)c(C(=O)NNC(=S)NCC(C)C)c1Cl	-6	i	-4	i	i	0	-1	i	i	i	i
COc1ccccc1CNC(=O)C(C)Sc1ccc(C)cc1 (stereo not drawn)	2	i	-8	i	i	0	-1	i	i	i	i
O=C1OC(c2ccccc2)=C/C1=C/N1CCCCC1	14	i	-7	i	i	-2	2	i	i	i	i
CC12CCC(=O)N1C(C(=O)NCCc1ccc(F)cc1)CS2 (stereo not drawn)	.	i	-1	i	i	2	2	i	i	i	i
CC(=O)Nc1c(Cl)cnn(-c2ccccc2)c1=O	.	i	-11	i	i	1	-1	i	i	i	i
Nc1nonc1C(=O)N/N=C/c1cc2c(cc1Br)OCO2	6	i	-3	i	i	-3	0	i	i	i	i
COCCOCC(O)CN1CCN(c2ccc(C)cc2)CC1 (stereo not drawn)	-3	i	-7	i	i	-1	-2	i	i	i	i
COc1ccc(S(=O)(=O)N(C)CC(=O)N2CCCC2)cc1Cl	-5	i	-9	i	i	-1	-2	i	i	i	i
COC(=O)c1ccc(NS(=O)(=O)c2ccc(SC)cc2)cc1	0	i	-1	i	i	6	-5	i	i	i	i
COc1ccc(C)cc1S(=O)(=O)N(C)CC(=O)N1CCC(C)CC1	-2	i	-7	i	i	2	0	i	i	i	i
COc1cccc(NC(=O)Nc2ccc3c(c2)nc(C)n3C)c1	1	.	-9	i	i	-1	4	i	i	i	i
CCOc1cccc(C2C(C#N)=C(N)Oc3cc(C)[nH]c(=O)c32)c1OCC (stereo not drawn)	-9	i	-4	i	i	0	3	i	i	i	i
COc1cc([N+](=O)[O-])ccc1NC(=O)CCCOc1cc(C)ccc1C	-8	i	-13	i	i	2	-1	i	i	i	i
CCCCc1cc(=O)oc2cc(C)cc(OC(C)C(=O)NCc3ccncc3)c12 (stereo not drawn)	.	i	-6	i	i	4	-1	i	i	i	i
COc1cccc(CN(C)C(=O)c2ccc(Oc3ccccc3)cc2)c1OC	0	i	-10	i	i	-1	0	i	i	i	i
O=C(O)c1ccc(N2C(=O)CC(N3CCN(c4ccc(Cl)cc4)CC3)C2=O)cc1 (stereo not drawn)	3	i	0	i	i	4	-23	i	i	i	i
CCCCCn1c(CN2CCN(C)CC2)nc2c1c(=O)n(C)c(=O)n2C	-4	i	-5	i	i	0	1	i	i	i	i
COc1cc(OC)cc(C(=O)NNC(=O)CCC(=O)c2cccs2)c1	2	i	-8	i	i	2	-2	i	i	i	i
CCN(CC)CCCn1c(SCC(=O)Nc2cccc(F)c2)nnc1-c1ccoc1C	-8	i	-7	i	i	1	-1	i	i	i	i
O=C(Cc1cccs1)N1CCCC(c2nc3c(nnn3Cc3ccccc3Cl)c(=O)[nH]2)C1 (stereo not drawn)	5	i	-17	i	i	1	-2	i	i	i	i
CNC(=O)COc1ccc(-c2nn(C)c(=O)c3ccccc23)cc1	1	i	-6	i	i	-9	12	i	i	i	i
C=CCn1c(CSCc2ccc(Cl)cc2)nnc1SCC(=O)NCc1ccccc1	6	i	-9	i	i	-2	0	i	i	i	i
Cc1ccc(CCNS(=O)(=O)c2cc3c(cc2C)n(C)c(=O)c(=O)n3C)cc1	8	i	-9	i	i	0	.	i	i	i	i
Cc1cc(Nc2cccc(F)c2)n2ncnc2n1	7	i	-7	i	i	3	.	i	i	i	i
Cc1ccc2sc(-c3ccc(NC(=O)c4cc(-n5cnnc5)ccc4Cl)cc3)nc2c1	5	i	-9	i	i	-1	-3	i	i	i	i
CC(NC(=O)CCn1ccc2cc(S(=O)(=O)N3CCCC3)ccc21)c1ccccc1 (stereo not drawn)	-6	i	-10	i	i	2	-1	i	i	i	i
COc1ccccc1C1(CC(=O)O)CCOC(C(C)C)C1 (stereo not drawn)	-3	i	-3	i	i	5	-2	i	i	i	i
COc1ccc(/C=C2\CCCC3C2=NN(C(=O)c2scnc2C)C3c2ccc(OC)c(OC)c2)cc1OC (stereo not drawn)	2	i	-11	i	i	3	-2	i	i	i	i
Cc1cc(C(F)(F)F)nn1Cc1ccc(C(=O)NCc2ccco2)o1	2	i	-3	i	i	2	-5	i	i	i	i
COc1ccccc1NC(=O)Nc1sccc1-c1nc2ccccc2s1	.	i	-5	i	i	1	0	i	i	i	-13*

Reformatted field by field: part of the list above.
SMILES: Cc1ccc(CCNS(=O)(=O)c2cc3c(cc2C)n(C)c(=O)c(=O)n3C)cc1
  DYRK1A inh: 8
  PolyA inh: i
  hERG protect: -9
  RGS4 block: i
  KCNQ1 block: i
  GSK3B inh: 0
  GSK3A inh: .
  RGS4 act: i
  KCNK3 block: i
  KCNQ1 pot: i
  KCNK9 block: i

SMILES: Cc1cc(Nc2cccc(F)c2)n2ncnc2n1
  DYRK1A inh: 7
  PolyA inh: i
  hERG protect: -7
  RGS4 block: i
  KCNQ1 block: i
  GSK3B inh: 3
  GSK3A inh: .
  RGS4 act: i
  KCNK3 block: i
  KCNQ1 pot: i
  KCNK9 block: i

SMILES: Cc1ccc2sc(-c3ccc(NC(=O)c4cc(-n5cnnc5)ccc4Cl)cc3)nc2c1
  DYRK1A inh: 5
  PolyA inh: i
  hERG protect: -9
  RGS4 block: i
  KCNQ1 block: i
  GSK3B inh: -1
  GSK3A inh: -3
  RGS4 act: i
  KCNK3 block: i
  KCNQ1 pot: i
  KCNK9 block: i

Following part:
SMILES	DYRK1A inh	PolyA inh	hERG protect	RGS4 block	KCNQ1 block	GSK3B inh	GSK3A inh	RGS4 act	KCNK3 block	KCNQ1 pot	KCNK9 block
CC1CCN(CCCNC(=O)c2ccc(CS(=O)(=O)Cc3ccccc3F)o2)CC1	-8	i	-6	i	i	0	.	i	i	i	i
Cc1ccc([N+](=O)[O-])cc1N=Cc1ccc(Br)s1	-5	i	-8	i	i	.	0	i	i	i	i
CC(C)N(CC(=O)Nc1ccc(Cl)cc1C(F)(F)F)C(=O)CCl	.	i	-10	i	i	1	0	i	i	i	i
CCN(CC(=O)Nc1ccc(NC(C)=O)cc1)C(=O)c1oc2ccccc2c1C	-1	i	-5	i	i	-2	3	i	i	i	i
CCOc1ccc(NS(=O)(=O)c2cc(OCC(N)=O)c(C)cc2Cl)cc1	-5	i	-7	i	i	-1	-1	i	i	i	i
O=C(O)C1CCN(S(=O)(=O)c2ccc(Oc3ccccc3)cc2)CC1	2	i	-3	i	i	-1	-5	i	i	i	i
O=C1CC(C(=O)N(c2cccc(F)c2)C(C(=O)NC2CCCC2)c2ccccn2)CS1 (stereo not drawn)	-4	i	-8	i	i	2	0	i	i	i	i
O=C(NCCc1cccs1)C1CC(c2cccc(F)c2)=NO1 (stereo not drawn)	4	i	-5	i	i	-5	-2	i	i	i	i
CCc1nnc(NC(=O)c2c(O)c3c([nH]c2=O)CCCC3)s1	-3	i	-13	i	i	1	4	i	i	i	i
CCOc1cc(C(=O)N(C)Cc2cc3cc(OC)ccc3[nH]c2=O)cc(OCC)c1OCC	-12	i	-6	i	i	0	-2	i	i	i	i
CCS(=O)(=O)N1CCCC(C(=O)NCc2cccnc2)C1 (stereo not drawn)	2	i	-7	i	i	2	-4	i	i	i	i
CCO[C@@H]1OC(C(=O)N2CCCCCCC2)=C[C@H](c2csc3ccccc23)[C@H]1CCCO	-8	i	-11	i	i	-4	0	i	i	i	i
O=C(CSc1nnc(CNC(=O)c2ccc(F)cc2)o1)NCCc1ccccc1	7	i	-8	i	i	2	0	i	i	i	i
CC(=O)n1cc(/C=N/NC(=O)c2ccccc2O)c2ccccc21	14	i	-20	i	i	1	-1	i	i	i	i
O=C(/C=C/c1ccc([N+](=O)[O-])cc1)NCCc1ccc(F)cc1	-27	i	-11	i	i	-1	-1	i	i	i	i
COc1ccc(C2=CC3=C(Br)C(=O)C(C)(OC(=O)c4cccs4)C(=O)C3=CO2)cc1 (stereo not drawn)	3	i	-13	i	i	1	-1	i	i	i	i
CCn1cc(S(=O)(=O)NCc2ccc3c(c2)OCO3)cn1	-2	i	-8	i	i	1	-1	i	i	i	i

An excerpt. The share of hits here may be higher or lower than overall.
